# Assay outcomes (PubChem BioAssay)
# HEK293 tox = cytotoxic compounds in HEK 293 cells. 6.6% of 94,000 active. AID 1345083. HEK 293 viability, ATP luminescence (CellTiter-Glo), 48-72 h. Potency, µM (highest dose often 115 µM), without a hit: top-dose activity change, negative = cytotoxicity, usual class: inhibitors; note: potency is the fitted concentration of half-maximal effect; nearly all actives have a fitted effect of over 60% in size
#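 Cytotoxicity was scored by loss of ATP-coupled luminescence (CellTiter-Glo) in HEK 293 cells. Compound treatment ran 48 or 72 hr at 37 degree Celsius, 5% CO2, 95% humidity.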
# IP6K1 inh = IP6K1 kinase inhibition. Q92551. IP6K1 kinase, ADP-Glo luminescence, 2 h; active compounds read low. activity change, % (series mostly up to about 58 µM). 0.81% of 140,000 active; in the data active = activity change below about -25%
# Target sequence (Q92551 whole entry, looked up): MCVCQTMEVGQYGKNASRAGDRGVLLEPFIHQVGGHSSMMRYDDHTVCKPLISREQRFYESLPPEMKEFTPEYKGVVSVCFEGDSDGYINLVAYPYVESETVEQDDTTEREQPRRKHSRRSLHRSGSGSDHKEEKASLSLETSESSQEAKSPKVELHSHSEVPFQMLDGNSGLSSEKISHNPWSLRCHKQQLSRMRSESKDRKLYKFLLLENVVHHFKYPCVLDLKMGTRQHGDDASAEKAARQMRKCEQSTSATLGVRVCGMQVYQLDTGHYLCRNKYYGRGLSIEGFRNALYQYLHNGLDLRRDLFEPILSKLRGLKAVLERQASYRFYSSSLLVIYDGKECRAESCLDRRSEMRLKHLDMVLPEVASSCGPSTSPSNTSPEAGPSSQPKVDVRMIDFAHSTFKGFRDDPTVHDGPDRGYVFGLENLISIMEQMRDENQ
#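 ADP-Glo luminescence measures ADP made by human IP6K1 during a 2 h RT reaction with ATP/IP6 (mix at 1.3 mM/130 uM); top library doses 57.5 and 19.1 uM final.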
# Luciferase inh = Photinus pyralis luciferase inhibition; P08659; AID 1347043; Potency, µM (series often up to 115 µM), without a hit: at the top dose activity change, negative = inhibition, hits mostly inhibitors; purified P. pyralis luciferase, luminescence, biochemical; 2.5% of 76,000 active; note: potency is the fitted concentration of half-maximal effect; nearly all actives have a fitted effect of over 65% in size
# Target sequence (P08659 whole entry, looked up): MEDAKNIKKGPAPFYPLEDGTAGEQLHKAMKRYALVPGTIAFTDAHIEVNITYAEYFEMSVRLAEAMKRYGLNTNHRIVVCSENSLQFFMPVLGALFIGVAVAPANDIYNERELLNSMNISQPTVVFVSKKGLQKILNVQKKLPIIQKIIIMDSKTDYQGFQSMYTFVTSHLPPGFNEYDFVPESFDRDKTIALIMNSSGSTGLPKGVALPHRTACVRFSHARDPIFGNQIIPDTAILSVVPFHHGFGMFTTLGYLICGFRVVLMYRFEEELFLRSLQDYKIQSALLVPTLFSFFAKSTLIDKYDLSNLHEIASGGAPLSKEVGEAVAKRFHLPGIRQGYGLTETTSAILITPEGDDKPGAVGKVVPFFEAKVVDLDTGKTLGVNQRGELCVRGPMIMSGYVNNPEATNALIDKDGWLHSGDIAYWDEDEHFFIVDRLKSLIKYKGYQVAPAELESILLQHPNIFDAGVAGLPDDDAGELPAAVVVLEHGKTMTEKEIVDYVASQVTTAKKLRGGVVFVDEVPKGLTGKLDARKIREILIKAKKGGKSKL
#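 Luminescence read by CCD imager after adding enzyme (10nM final) to wells holding compound, titrated in qHTS. Substrates 10uM each D-luciferin and ATP; buffer 50mM Tris acetate pH 7.5, 10mM Mg acetate, Tween-20, BSA.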
# SNCA expr inhib = SNCA gene expression inhibition; HEK-293 SNCA-luciferase knock-in, luminescence, 24 h; Potency, µM (titrated, usually from 57.2 µM), for inactives: at the highest dose activity change, negative = inhibition, usual class: inhibitors; 0.17% of 140,000 active;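 note: potency is the fitted concentration of half-maximal effect; plate controls were DMSO cells for no effect and cell-free wells for full effect; nearly all actives have a fitted effect of over 45% in size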
# NIH3T3 tox = cytotoxic compounds in NIH 3T3 cells. NIH 3T3 viability, CellTiter-Glo ATP luminescence, 48-72 h. Potency, µM (highest dose often 96.7 µM), without a hit: at the top dose activity change, negative = cytotoxicity, actives largely listed as inhibitors. 4.3% of 94,000 active; note: potency is the fitted concentration of half-maximal effect; nearly all actives have a fitted effect of over 55% in size
#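 Cells were seeded at 400 per well, treated with pin-transferred compound, and kept 48 or 72 hr at 37 °C before CellTiter-Glo addition and luminescence imaging of cellular ATP.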
# HEK293 viab = counter-screen for SNCA expression inhibitors: cell viability; HEK-293-SNCA-luc viability, GF-AFC fluorescence, 24 h; Potency, µM (top dose mostly 57.1 µM), for inactives: at the highest dose activity change, negative = cytotoxicity, actives largely listed as cytotoxic; 0.12% of 150,000 active; AID 1671193;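 note: potency is the fitted concentration of half-maximal effect; 0% = DMSO-treated cells and -100% = medium-only wells without cells; nearly all actives have a fitted effect of over 30% in size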
#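 HEK-293-SNCA-luc cells (1500/well) plated 24 h, then exposed 24 h to a dilution series; GF-AFC added 30 min at 37C, fluorescence 405/540 nm; normalised to medium-only and DMSO wells, Hill fit.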
# GPT2 inh = inhibitors of human GPT2 alanine aminotransferase | AID 1671188 | 0.25% of 100,000 active | Q8TD30 | Recombinant GPT2, coupled pyruvate oxidase/HRP Amplex Red fluorescence | Potency, µM (top dose mostly 57.7 µM), for inactives: at the top dose activity change, negative = inhibition, actives largely listed as inhibitors; note: potency is the fitted concentration of half-maximal effect; nearly all actives have a fitted effect of over 60% in size; many of its hits are not listed in these tables
#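 Recombinant GPT2 (10ng/uL) with 250uM a-KG and 2mM L-alanine, 30 min at room temperature, in HEPES pH 7.5 buffer. Pyruvate detected by pyruvate oxidase/HRP/Amplex Red fluorescence after 30 min in the dark; AOA (50uM) as positive control.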
# * = called active by the depositor; i = inactive; ? = inconclusive; nt = no result given; [ ] = remark or other dose. Unless noted, calls come from the whole dose curve; as a rule, active = well fitted curve in the direction sought with a large enough effect; inconclusive = small, poorly fitted or top-dose-only effect, or another doubt; inactive = no such curve, though single readings can be large; an effect the other way counts as inactive or inconclusive. Unless noted, % is set by controls: 0 for no effect and ±100 for the full control effect.
SMILES,HEK293 tox,IP6K1 inh,Luciferase inh,SNCA expr inhib,NIH3T3 tox,HEK293 viab,GPT2 inh
O=C(Cc1c[nH]c2ncc(-c3ccccc3)cc12)NCc1cnccn1,0.4%[172 µM],-19.0,-16.5%[172 µM],?,?,-1.5%[87.6 µM],i
CN[C@H](C(=O)N[C@H]1C[C@@](O)(C(=O)N[C@H](CC(C)C)C(N)=O)C[C@@H](O)[C@@H]1O)C(C)C,-7.5%[172 µM],0.5,-7.7%[172 µM],24.0%[87.6 µM],-23.0%[174 µM],6.6%[87.6 µM],i
CCOC(=O)C(C)Sc1nc(-c2ccccc2Cl)cc(-c2ccccc2)c1C#N (stereo not given),nt,-10.1,nt,42.4%[activator],nt,15.0%,nt
COCC(=O)N[C@@H]1CN(Cc2cccc(OC)c2OC)C[C@H]1CO,1.9%,-6.9,-0.3%,-4.3%,-1.4%,-7.2%,i
O=C(NCCn1ccn2nc(-c3ccc(F)cc3)cc2c1=O)c1cccs1,-6.8%,-0.1,?,74.5%[activator],-6.3%,-6.2%,i
CN1CC(=O)N(c2ccccc2F)Cc2c1ncnc2N1CCOCC1,-18.5%,-0.7,-0.3%,-12.4%,-18.9%,-14.6%,i
CC1CCN(S(=O)(=O)c2cc(C(=O)NCc3ccccc3)n(C)c2)CC1,nt,-3.2,nt,5.9%,nt,16.9%,nt
C[C@@H](NC(=O)c1cccnc1)c1onc(-c2cccnc2)c1C(=O)O,-14.0%[172 µM],12.6,-13.6%[172 µM],17.0%[87.6 µM],-25.5%[138 µM],-0.9%[87.6 µM],i
COc1ccc(C2(C(=O)NC(C)CCc3ccccc3)CCOCC2)cc1 (stereo not given),-20.6%,14.3,nt,nt,?,nt,nt
O=C1Nc2ccccc2CN(C/C=C/c2ccccc2)C12CCNC2 (stereo not given),?,-8.3,nt,8.4%,25.1µM*,-7.3%,3.3%
COc1ccc(-c2nc3c(c(=O)[nH]2)CCN(C(=O)Cc2ccc(OC)c(Cl)c2)C3)cc1,6.9%,12.0,-6.6%,20.9%,i,5.6%,-7.9%
O=C(Cc1c[nH]c2ccccc12)N1CCC(c2nc(CCOCC3CCCC3)no2)C1 (stereo not given),?,12.9,-5.5%,20µM*,?,-9.0%[12.5 µM],i
Cc1nc(C2CC(NC(=O)c3cnc(N)nc3C(F)(F)F)C2)cc(=O)[nH]1 (stereo not given),1.0%,9.5,0.5%,-2.6%,0.0%,0.0%,i
COc1ccccc1N1CCN(C(=O)c2c3c(nc4ccccc24)C(=O)N(C2CCCCC2)C3)CC1,nt,-0.3,nt,17.8%,nt,-8.4%,nt
COc1ccc(Cl)cc1NC(=O)N1CC(c2noc(-c3ccncc3)n2)C1,?,21.1,5.9%,-6.6%,-24.2%,0.9%,-6.2%
Cc1noc(C)c1CNC(=O)C1CCCNC1 (stereo not given),15.5%,4.9,0.6%,-5.4%,i,-9.6%,i
COc1ccc(CCNC(=O)c2c(C)noc2-c2ccccc2Cl)cc1,?,-6.3,-1.0%,1.4%,-20.9%,4.9%,-7.0%
CCCS(=O)(=O)N1CCC(F)(c2nc(-c3ccccc3)no2)CC1,-18.1%,-6.8,-2.5%,18.8%,-10.0%,-1.0%,-1.8%
COCC(C)Nc1nccc(C2(c3ccccc3Cl)CCNCC2)n1 (stereo not given),-21.2%,4.8,1.6%,8.5%,-2.1%,-8.2%,-6.6%
Cn1cc(CN2CC3(COCC(=O)N(Cc4cccc(OC(F)(F)F)c4)C3)C2)cn1,?,10.3,-9.9%[172 µM],-4.5%[87.6 µM],-18.9%[138 µM],-16.1%[87.6 µM],-3.5%[88.5 µM]
CC(NC(=O)CCc1nc2ccccc2c(=O)[nH]1)c1ccccc1 (stereo not given),nt,13.4,nt,nt,nt,-4.9%,0.9%
O=C(c1ccc2nnc(-c3ccc(Cl)cc3)n2c1)N1CCN(Cc2ccccc2)CC1,25.1µM*,5.2,nt,?,28.2µM*,-16.1%,-35.5%
CC(C)c1nc2c(c(-c3ccc(O)cc3)n1)CCN(Cc1ccc(OC(F)(F)F)cc1)CC2,?,2.6,-0.2%,-15.6%,?,-5.2%,i
NC(=O)CN1CCC(C(=O)N2CCCC(CO)(CC3CC3)C2)CC1 (stereo not given),-19.9%,9.1,-0.1%,3.0%,-4.6%,2.5%,-11.0%
CCOc1ccc2ncc3c(-c4cccc(OC)c4)nn(-c4ccccc4)c3c2c1,nt,2.2,nt,4.7%,nt,3.4%,nt
COc1cccc(NC(=O)c2cc(-c3ccc(C(F)(F)F)cc3)nc3c2cnn3C)c1,39.8µM*,-9.0,nt,nt,?,nt,nt
Cc1cc(C(=O)N2CCC(c3noc(-c4cnccn4)n3)C2)nn1C (stereo not given),15.3%,8.9,-0.5%,-9.0%,i,-1.7%,0.8%
CNC(=O)[C@@H]1CN(S(=O)(=O)c2cccc(C)c2)C[C@H]1COC,0.2%,3.6,6.1%,11.5%,-12.4%,-1.2%,i
COc1ccc2[nH]cc(CCNC(=O)C3Cn4cccc4C(=O)N3C)c2c1 (stereo not given),-0.4%,-2.2,-7.4%,-8.5%,-7.3%,-4.5%,i
O=C(Cc1ccsc1)N1CCOc2ccc(CN3CCc4ccccc4C3)cc2C1,?,-2.8,-0.7%,-7.0%,?,-1.6%,i
COc1cccc(CN2CCCCC(N)C2)c1OCCn1ccnc1 (stereo not given),0.0%,1.3,14.2%,2.7%,-20.1%,-4.5%,-16.9%
Cc1ccc(-c2nc(CNC(=O)[C@@H]3C[C@@H](O)CN3)[nH]c2-c2ccccn2)cc1,?,0.0,3.1%,5.2%,-4.2%,-7.9%,0.9%
O=C(NC1CCCCC1)N1CCCC(Cn2c(C3CC3)nc3cccnc32)C1 (stereo not given),-25.4%,2.2,0.2%,-5.5%,-7.8%,?,4.1%
Cn1cccc1C(=O)N[C@H]1C[C@@H]2C(=O)N[C@H]3CCN(C(=O)Cc4cccs4)[C@@H]3C(=O)N2C1,-3.7%,9.4,-12.4%,9.9%,-5.6%,5.5%,i
CC(C)NC[C@H]1O[C@@H]2C[C@@H](CC(=O)N3CCC(F)(F)C3)O[C@@H]2[C@@H]1O,4.1%[172 µM],1.4,-1.3%[172 µM],-5.3%[87.6 µM],-1.2%[174 µM],4.1%[87.6 µM],-6.0%[88.5 µM]
COCCn1cnnc1CN(C)C(=O)c1ccc2nc(C)cn2c1,-7.1%,1.2,6.6%,-12.7%,-5.9%,-5.5%,i
Cc1ccccc1-n1nc(CO)c(C(=O)NCc2cccs2)n1,nt,-13.8,nt,10.3%,nt,-6.4%,nt
CCCN(C)c1nccnc1OC1CCN(C(=O)c2ccnn2C)C1 (stereo not given),-4.5%,32.3,-3.8%,16.9%,0.8%,-0.8%,3.0%
COC[C@H]1CCCN1C(=O)CC[C@H]1CNC(=O)[C@@H]2[C@@H](CCN2Cc2ccc(S(C)(=O)=O)cc2)N1C,-13.6%,-3.7,0.7%,-1.8%,i,3.8%,-3.4%
O=C(CSC1=Nc2ccccc2C2=NC(Cc3ccccc3)C(=O)N12)Nc1ccccc1F (stereo not given),nt,12.2,nt,78.6%[activator],nt,-14.9%,nt
Cc1csc(NC(=O)c2nc3c(o2)CCN(Cc2ccc(C#N)cc2)CC3)n1,?,6.9,22.4µM*,7.2%[87.6 µM],?,-9.5%[87.6 µM],3.6%[88.5 µM]
COc1ccc(CNC(=O)c2nnn3cc(C)[nH]c(=O)c23)cc1,2.9%,-10.3,-4.1%,-9.8%,-5.8%,0.7%,0.4%
CCOC(=O)c1cc(S(=O)(=O)N2CCN(c3cccc(C)c3)C(C)C2)[nH]n1 (stereo not given),nt,4.7,nt,5.3%,nt,11.5%,nt
CCN(CC)S(=O)(=O)c1ccc(C(=O)N=c2sc3cccc(OC)c3n2C)cc1,nt,22.7,nt,21.1%,nt,4.8%,nt
C=CCNC(=O)N[C@H]1CO[C@H]2[C@@H]1OC[C@@H]2Nc1nccc(C(C)(C)C)n1,?,-6.8,-6.9%[172 µM],-12.2%[87.6 µM],?,-25.3%[87.6 µM],-8.4%[88.5 µM]
CC1=C[C@@H](CNCc2ccccn2)[C@H](C(C)C)C[C@H]1Cc1nnc(-c2ccccc2F)o1,22.4µM*,-4.7,11.8%[172 µM],?,?,?,-17.7%[88.5 µM]
Cc1nc(N2CCC(NC(=O)c3nn(C)c4ccccc34)CC2)cc(C(F)(F)F)n1,44.7µM*,9.8,10.6%,?,?,-9.4%,-0.2%
CCSc1nc2ccccc2c(OCc2cc(C(=O)OC)ccc2OC)c1C(=O)OC,nt,-5.5,nt,-27.4%,nt,0.7%,nt
COc1cccc(NCc2nnc(C(=O)N3CCC[C@@H]3c3ccc(Br)cc3)n2Cc2ccccc2)c1,?,-5.1,0.0%,-25.9%,?,-17.8%,-1.9%
CCN(CC)S(=O)(=O)c1ccc2c(c1)nc(CN(C)C(=O)Nc1ccc(C)c(F)c1)n2C,nt,-0.7,nt,-0.4%,nt,-4.4%,nt
COCC(=O)Nc1nc2c(s1)C[C@@H]1[C@](C)(CO)[C@H](O)CC[C@@]1(C)[C@@H]2CC(=O)NCc1ccccc1,i,-19.4,-3.9%,21.9%,-21.1%,1.8%,0.3%
Cc1cccc(C(=O)N2CCCCCNC(=O)[C@@H]3CCC[C@@H]32)c1,i,-6.2,-3.6%,27.6%,-1.7%,-2.0%,-8.6%
COC(=O)c1ccc(CN2C(=O)[C@@H]3C[C@@H](O)CN3C3(CN(Cc4ccccc4Cl)C3)C2=O)cc1,?,-4.4,3.0%,-14.4%,-16.9%,1.7%,0.0%
COC(=O)CC1Oc2ccc(F)cc2-n2cc(-c3ccc(Cl)cc3)nc21 (stereo not given),nt,-8.5,nt,-25.2%,nt,19.8%,nt
COc1ccc2c(c1)c1c(c(=O)n(-c3ccccc3C)c(=O)n1Cc1c(F)cccc1Cl)n2C,nt,32.9,nt,-26.2%,nt,-1.6%,nt
Cc1noc(C)c1CC(=O)N1CCCC(c2noc(COc3ccccc3F)n2)C1 (stereo not given),?,0.0,-10.9%,27.0%,-11.9%,-15.7%,i
CN(Cc1ccc(Oc2ncccn2)cc1)CC1CCN(CCc2ccc(F)cc2)CC1,?,-5.9,2.5%,20.4%,50.1µM*,0.0%,-3.7%

# Just IP6K1 inh (3 entries from above):
Structure | IP6K1 inh
CCN(CC)S(=O)(=O)c1ccc2c(c1)nc(CN(C)C(=O)Nc1ccc(C)c(F)c1)n2C | -0.7
COC(=O)CC1Oc2ccc(F)cc2-n2cc(-c3ccc(Cl)cc3)nc21 (stereo not given) | -8.5
COCC(=O)Nc1nc2c(s1)C[C@@H]1[C@](C)(CO)[C@H](O)CC[C@@]1(C)[C@@H]2CC(=O)NCc1ccccc1 | -19.4

# The list is partial. The share of hits here may be higher or lower than overall.
